697 NFkB inh: inhibitors of the PMA/ionomycin-induced NF-kB reporter in 697 B cells. 697 B-cell NF-kB luciferase reporter, 16 h. inhibition, % at 4 µM. actives 0.33% (n = 330,000). AID 435022; in the data active = inhibition above about 35%
XBP1 UPR activ: activators of adaptive arm of unfolded protein response (XBP1). CHO-XBP1 luciferase reporter, IRE1-XBP1 UPR activation, luminescence; percent of tunicamycin response, DMSO as zero. activation, % at 20 µM. actives 0.33% (n = 330,000). AID 463104;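 active = versus positive control, 20 µM dose yields 30% or more activation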;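 also: 100% = tunicamycin at 10 µg/mL and 0% = DMSO only wells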
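Test system: CHO-XBP1 luciferase reporter cells | Buffer or medium: Serum-containing F12 medium, 10% FBS | Schedule: 6 h compound exposure at 37 °C, 5% CO2 | Detection: Steady-Glo luciferase glow luminescence, 10 min after reagent addition | Read-out basis: Activation, % of tunicamycin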
Jurkat NFkB inh: inhibitors of the PMA/ionomycin-induced NF-kB reporter in Jurkat cells; actives 0.53% (n = 330,000); PMA/ionomycin-induced NF-kB luciferase reporter, luminescence; inhibition, % at 4 µM; AID 435003; in the data active = inhibition above about 50%
CHOP UPR activ: activators of apoptotic arm of unfolded protein response (CHOP); activation, % at 10 µM; CHO-CHOP luciferase reporter, UPR activation, luminescence; percent of tunicamycin response over DMSO baseline; actives 0.34% (n = 330,000);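 active = at 10 µM dose, activation of 40% or more, normalized to positive control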;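 also: 100% = tunicamycin at 10 µg/mL and 0% = DMSO alone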
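System: CHO CHOP reporter cells. Amount: 500 cells per well. Buffer or medium: F12 medium, 10% FBS. Compound dosing: one dose, 10 µM in 0.5% DMSO. Incubation: 6 h compound exposure at 37 °C after overnight seeding. Technique: Steady-Glo luciferase luminescence. Benchmarks: tunicamycin and DMSO controls.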
Mdm2 MdmX PPI: disrupts the human Mdm2-MdmX interaction; SaOS-2 split-luciferase Mdm2/MdmX complementation, luminescence; inhibition, % at 8 µM; O15151+Q00987; actives 3% (n = 330,000);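 active = inhibition of at least 50% at 8 µM in the primary screen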
Target sequence (O15151 whole entry, looked up): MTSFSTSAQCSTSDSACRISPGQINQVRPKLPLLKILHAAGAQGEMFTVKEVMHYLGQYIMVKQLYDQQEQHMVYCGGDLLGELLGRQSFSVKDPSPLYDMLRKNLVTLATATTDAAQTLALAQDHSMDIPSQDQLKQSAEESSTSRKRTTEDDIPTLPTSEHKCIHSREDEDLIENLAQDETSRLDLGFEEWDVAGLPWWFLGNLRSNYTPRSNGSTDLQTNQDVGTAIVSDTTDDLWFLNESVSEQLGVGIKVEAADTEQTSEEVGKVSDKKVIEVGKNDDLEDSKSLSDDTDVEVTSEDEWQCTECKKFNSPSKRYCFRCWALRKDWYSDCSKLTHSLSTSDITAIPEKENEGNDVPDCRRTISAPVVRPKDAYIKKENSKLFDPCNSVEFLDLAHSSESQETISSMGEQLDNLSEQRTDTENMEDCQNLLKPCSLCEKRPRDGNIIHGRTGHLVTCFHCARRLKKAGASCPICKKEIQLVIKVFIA
Target sequence (Q00987 whole entry, looked up): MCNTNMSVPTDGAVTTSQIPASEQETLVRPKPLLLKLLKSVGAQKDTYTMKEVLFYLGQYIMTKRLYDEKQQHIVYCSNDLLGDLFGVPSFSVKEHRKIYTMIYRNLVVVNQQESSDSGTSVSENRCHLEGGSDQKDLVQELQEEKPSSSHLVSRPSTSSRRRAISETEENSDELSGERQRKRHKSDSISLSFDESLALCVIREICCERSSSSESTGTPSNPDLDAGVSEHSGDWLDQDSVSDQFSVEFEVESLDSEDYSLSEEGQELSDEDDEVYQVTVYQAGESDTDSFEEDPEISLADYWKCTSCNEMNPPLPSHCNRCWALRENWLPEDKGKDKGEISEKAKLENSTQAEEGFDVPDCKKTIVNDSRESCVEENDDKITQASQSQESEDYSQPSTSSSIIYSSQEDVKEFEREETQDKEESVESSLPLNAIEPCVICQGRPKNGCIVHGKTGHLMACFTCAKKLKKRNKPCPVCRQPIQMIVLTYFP
tim23-1 inh: inhibits growth of tim23-1 mutant yeast | actives 1.3% (n = 330,000) | inhibition, % at 20 µM | S. cerevisiae tim23-1 growth, BacTiter-Glo luminescence, 24 h;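 active = growth inhibition of the mutant yeast at or above 50%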;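 also: temperature-sensitive mutant grown at 25 °C; plate controls were DMSO-treated mutant yeast for no effect and medium wells lacking yeast for full effect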
tim10-1 inh: inhibits growth of tim10-1 mutant yeast | S. cerevisiae tim10-1 ts strain growth, BacTiter-Glo, 24 h | actives 2.2% (n = 330,000) | inhibition, % at 20 µM;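 active = inhibition of at least 40%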;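 also: mutant grown at 25 °C; 0% = DMSO wells with yeast and 100% = wells holding no yeast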
TIM10 inh: inhibits growth of TIM10 yeast strain. S. cerevisiae TIM10 strain growth, BacTiter-Glo luminescence, 24 h. inhibition, % at 10 µM. actives 1.4% (n = 330,000). AID 463195;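 active = inhibition of 40% or more at the single tested concentration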;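 also: wild-type TIM10 isogenic control strain grown at permissive 25 °C; 0% = DMSO yeast wells and 100% = minimal medium wells without yeast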
* = called active by the depositor.

Every second line gives: 697 NFkB inh	XBP1 UPR activ	Jurkat NFkB inh	CHOP UPR activ	Mdm2 MdmX PPI	tim23-1 inh	tim10-1 inh	TIM10 inh
O=[N+]([O-])c1sccc1CS(=O)(=O)c1ccccc1
→ 12.2	-3.3	6.9	0.4	29.0	4.2	10.1	-0.3
Cc1cccc(N2CCN(CC(=O)NCc3ccccc3)CC2)c1C
→ 8.8	-3.0	-0.2	0.2	24.5	10.6	1.8	4.4
Cc1ccccc1CS(=O)(=O)c1snnc1C
→ -4.0	1.9	3.4	-2.1	15.5	-6.7	-0.7	-13.7
N#C/C(=C\c1ccccc1)C(=O)Nc1cccnc1
→ 17.6	-1.9	2.3	1.0	4.5	50.3*	20.5	13.7
CN1CCN(c2oc(-c3ccccc3)nc2S(=O)(=O)c2ccc(Br)cc2)CC1
→ 8.2	-4.4	9.1	-1.7	-6.2	20.2	24.7	9.3
COc1ccc([C@H]2CC(=O)C=C(c3cccc(OC(F)(F)F)c3)C2)cc1
→ 14.7	-3.0	9.2	-1.4	5.3	28.0	16.9	10.4
CC(=O)NCCc1ccc(O)cc1
→ 17.2	-2.5	2.7	0.1	4.6	-12.1	-6.7	1.6
C/C(=N\NC(=O)c1cccc([N+](=O)[O-])c1)c1ccco1
→ 7.2	0.4	-10.2	2.8	8.8	-3.7	-14.9	-1.4
CS(=O)(=O)c1ccc2c(c1)SC1=NC(=O)/C(=C/c3ccco3)C(=N)N12
→ 1.9	0.4	-3.4	0.6	-11.7	-1.4	11.1	-18.2
O=C(COC(=O)c1ccc(Br)cc1)NCc1ccc(F)cc1
→ 17.1	2.0	-0.2	3.4	-10.4	12.8	8.4	26.1
O=C(NC1CCN(C(=O)Nc2cccc(F)c2)CC1)C1CCCCC1
→ 0.7	-2.1	-9.6	-0.6	9.2	22.2	7.6	-5.8
COc1ccc(N2CCN(C(=O)Cn3ncc4c([nH]c5ccccc54)c3=O)CC2)cc1
→ 11.1	-2.3	-1.0	-1.4	50.1*	-7.4	-8.9	-16.6
c1ccc(-c2cn3nc(-c4ccccc4)sc3n2)cc1
→ -167.3	-7.0	-25.0	-9.9	36.4	-4.6	15.8	-0.2
Cc1ccccc1OCC(=O)Nc1ccccc1N1CCOCC1
→ -87.2	1.3	-41.4	-0.5	50.3*	14.7	33.9	4.0
COc1ccc(-c2cc(C(=O)Nc3cc(C)nn3-c3ccccc3)no2)cc1
→ 15.2	-2.5	-1.8	3.8	5.4	-25.2	14.8	7.0
COc1cc(NC(=O)c2ccc(-c3ccc(Br)cc3)o2)ccc1NC(=O)C(C)C
→ -20.1	2.0	1.9	4.1	28.5	14.5	-1.8	-8.0
O=C(COC(=O)c1ccc2c(c1)OCCO2)NCCc1ccc(F)cc1
→ 4.2	-1.1	5.0	-0.5	10.9	-6.5	-17.8	-5.1
CCCCNc1ncnc2sc3c(c12)CCN(CCC)C3
→ 10.9	0.1	-16.3	1.0	5.9	9.8	3.1	-8.5
CC(C)CCOCC1CC2(CC(C)(c3csc(N)n3)OC2=O)C(=O)O1 (stereo not drawn)
→ 15.1	1.3	6.3	-0.7	-5.3	-1.0	-4.5	4.9
Cc1cc(C(=O)NNC(=O)c2ccc(C(F)(F)F)cc2)no1
→ -2.1	1.0	-8.3	1.8	12.1	-4.9	-16.9	-9.7

Entries of single compounds as entered above. Values in the order: 697 NFkB inh	XBP1 UPR activ	Jurkat NFkB inh	CHOP UPR activ	Mdm2 MdmX PPI	tim23-1 inh	tim10-1 inh	TIM10 inh
CC(C)CCOCC1CC2(CC(C)(c3csc(N)n3)OC2=O)C(=O)O1 (stereo not drawn) across the screens: 15.1	1.3	6.3	-0.7	-5.3	-1.0	-4.5	4.9
Cc1ccccc1CS(=O)(=O)c1snnc1C across the screens: -4.0	1.9	3.4	-2.1	15.5	-6.7	-0.7	-13.7
CC(=O)NCCc1ccc(O)cc1 across the screens: 17.2	-2.5	2.7	0.1	4.6	-12.1	-6.7	1.6

Carrying on:
Every second line gives: 697 NFkB inh	XBP1 UPR activ	Jurkat NFkB inh	CHOP UPR activ	Mdm2 MdmX PPI	tim23-1 inh	tim10-1 inh	TIM10 inh
CC(Sc1n[nH]c(N)n1)C(=O)Nc1cccc(S(=O)(=O)N2CCOCC2)c1 (stereo not drawn)
→ 15.9	-5.8	7.5	3.5	27.2	11.9	1.3	-1.7
COCCN1C=C(C(=O)OC)C(c2cc3c(cc2Br)OCO3)C(C(=O)OC)=C1
→ 4.6	-3.0	-7.7	-2.2	14.8	5.5	5.3	10.5
Cn1c(=O)c(S(=O)C2CCCCC2)c(O)c2ccccc21 (stereo not drawn)
→ 10.1	-1.0	7.4	1.2	18.7	10.4	14.1	18.3
COC(=O)c1ccc(CSc2nc3c(cnn3-c3ccc(F)cc3)c(=O)[nH]2)o1
→ 5.9	2.3	-11.4	-3.0	19.6	-0.1	6.3	-7.8
COc1cc(C(=O)NCC(c2cccs2)N2CCOCC2)c([N+](=O)[O-])cc1OC (stereo not drawn)
→ 1.3	1.1	4.8	-1.1	-2.4	-7.0	-5.9	-5.8
Cc1cc(C(=O)OCC(=O)Nc2ccc(F)cc2F)c(C)o1
→ 5.8	-0.3	-2.5	-0.9	22.9	-8.3	16.5	-3.9
Cc1nc2ccc(NC(=O)c3ccc(N4C(=O)CCC4=O)cc3)cc2s1
→ 15.7	0.6	-3.1	1.6	2.0	-5.6	-4.8	-17.0
CC1(C)NC(=O)N(CCOCCOc2ccccc2)C1=O
→ -16.0	-1.4	-34.4	1.3	-11.1	10.6	12.0	-1.9
Cc1cc(C)cc(OC(=O)CCN2C(=O)c3ccccc3C2=O)c1
→ 13.5	1.7	7.0	-2.8	18.7	21.9	17.7	9.1
COc1ccc(OCCC(=O)c2ccc(OC)cc2)cc1
→ -5.3	1.4	16.5	13.7	5.0	5.7	-2.7	13.1
Cc1ccc(CS(=O)Cc2ccc(C(=O)NC3CCCCCC3)o2)cc1 (stereo not drawn)
→ 7.9	-8.6	-18.6	-2.0	28.9	4.7	4.7	-2.0
CCOC(=O)Cn1nc(C(F)F)c(Br)c1C
→ -2.8	4.9	4.3	-1.8	-15.5	7.8	0.9	1.5
COc1ccc(/C=C\c2onc(C)c2S(=O)(=O)N2CCC(C(=O)NCc3ccco3)CC2)cc1
→ 10.1	-3.5	-1.3	1.9	3.2	-3.0	-3.0	-16.1
Cc1cc(C)n2nc(C(=O)OCC(=O)NCc3ccccc3)nc2n1
→ 13.5	3.1	0.5	2.4	27.6	-12.3	-10.5	-4.5
Cc1cc(C)c(Cc2c(C)nc3c(C(=O)NCc4ccco4)cnn3c2C)c(C)c1
→ 4.9	-0.4	27.4	1.6	18.7	36.3	37.6	34.0
CCOc1cc(C(=O)CCC(=O)OCC(=O)N2c3ccccc3NC(=O)C2(C)C)ccc1O
→ 20.4	-0.2	6.4	-3.3	17.1	2.6	11.5	7.4
O=C(NC1C/C(=N/O)c2cc3c(cc21)OCO3)C(F)(F)F (stereo not drawn)
→ 6.7	-0.9	-2.7	0.8	1.2	14.5	6.6	7.0
C=CCNC(=S)NNC(=O)C(CCCC)CC(C)O (stereo not drawn)
→ 31.2	-1.1	7.8	-1.0	15.9	-2.6	-6.6	7.1
COc1ccc(C2=NOC(C(=O)NCc3cccs3)C2)cc1 (stereo not drawn)
→ -37.8	6.4	44.1	4.5	37.5	2.8	11.8	-24.1
COc1ccc(S(=O)(=O)N(C)C[C@H]2Oc3c(NS(=O)(=O)c4ccc(F)cc4)cccc3C(=O)N([C@H](C)CO)C[C@@H]2C)cc1
→ 1.2	-3.2	1.6	1.5	16.1	8.4	5.5	4.6
CS(=O)(=O)Cc1ccc(C(=O)N2CCN(C(=O)c3cccs3)CC2)cc1
→ 9.8	0.4	-8.1	-0.7	12.2	-11.3	-22.7	-0.6
CC(=O)Nc1cccc(OCc2ccc(F)cc2)c1
→ 14.0	1.0	-6.0	1.0	-11.0	0.7	0.6	7.9
CCOC(=O)C(C)Oc1cccc2c(=O)n(CC(=O)NCc3ccco3)ccc12 (stereo not drawn)
→ -14.0	10.0	56.5*	2.2	51.3*	-1.9	-4.3	-3.9
COc1ccc(NC(=O)c2sc3nc(-c4cccnc4)ccc3c2N)cc1OC
→ 18.1	3.5	9.4	0.0	-23.2	13.5	7.4	22.9
COCCOC(=O)c1c(C)oc2ccc(OCc3cc(C(=O)OC)oc3C)cc12
→ -0.3	-0.6	5.7	1.4	7.7	16.4	22.7	22.6
COc1ccc(NC(=O)c2cn(C)c(=O)c3cc(OC)c(OC)cc23)cc1OC
→ -4.0	2.1	-37.4	-0.1	0.6	8.3	22.1	6.7
COC(=O)c1sc2ncccc2c1OCc1ccc(Cl)cc1Cl
→ -3.5	-0.2	-5.0	-1.9	-1.9	18.2	21.5	-4.5
CN(CCc1ccccn1)C(=O)Nc1ccc(Cl)cc1
→ -0.3	3.1	-4.2	0.9	-13.3	0.5	8.9	-21.2
CC1CN(CCOCCSc2ccc(Cl)cc2)CC(C)O1 (stereo not drawn)
→ 6.2	-3.0	-1.7	1.8	22.7	16.8	-2.8	-33.5
N#C/C(=C/c1cn[nH]c1-c1ccc(Br)cc1)C(=O)O
→ 19.0	-0.9	6.3	-0.3	8.3	3.5	14.0	12.0
C=CCC1NS(=O)(=O)OCC1NC(=O)OCC(Cl)(Cl)Cl (stereo not drawn)
→ -19.8	0.2	-12.8	-2.5	-11.7	14.0	5.9	6.2
COc1ccc(NC(=O)c2cccc(N3C(=O)NC4CC3(C)Oc3ccccc34)c2)cc1 (stereo not drawn)
→ 1.9	-3.2	1.5	0.3	-4.7	15.3	13.4	25.1
COc1ccccc1OCCNC(=O)c1cc(C2CC2)nc2c1cnn2C(C)C
→ -36.0	7.2	-2.0	0.8	-15.9	43.7	8.8	-13.7
CC(=O)Nc1nonc1-c1nc2ccccc2n1Cc1nnc(C)o1
→ 2.3	-1.1	-11.1	1.0	19.5	2.7	6.7	-9.0
COc1ccc(NC(=S)NCC(O)c2ccccc2)c(OC)c1 (stereo not drawn)
→ 1.8	-0.7	-16.2	-1.8	9.0	3.7	2.0	-9.9
Cc1onc(-c2ccccc2)c1C(=O)NC(=S)NNC(=O)c1cc(-c2ccc(F)cc2)n[nH]1
→ -4.2	0.2	19.6	1.5	18.0	21.4	20.2	-6.7
CC(NC(=O)c1c(F)cccc1Cl)c1ccc(-n2ccnc2)cc1 (stereo not drawn)
→ 9.1	-2.2	-10.6	-1.2	-10.4	-9.7	-5.5	-16.5
C[N+]1(CCC(=O)c2ccccc2)CCCCC1
→ 2.5	-1.5	-3.8	-0.4	-3.3	10.1	0.1	-8.5
COc1cccc(OC)c1C(=O)NC(=S)Nc1ccc(S(=O)(=O)Nc2nccs2)cc1
→ -4.7	-2.1	-10.0	0.0	-6.4	14.1	25.2	-4.2
Cc1cccc(N2CCN(C(=O)CNC(=O)c3ccccc3)CC2)c1C
→ -49.2	-1.4	-20.2	5.1	12.6	-9.2	-28.2	-33.6
COc1ccccc1-c1nnc(C2CCN(S(=O)(=O)c3ccccc3[N+](=O)[O-])CC2)o1
→ 10.8	-2.8	11.7	1.9	-4.5	14.0	23.6	9.8
CC(C)[C@H](NC(=O)N1CC(=O)Nc2ccccc21)C(=O)N[C@H](Cc1c[nH]c2ccccc12)C(=O)O
→ 9.0	-0.7	8.1	3.7	13.4	15.5	-0.8	6.5
COCC(=O)Oc1c(S(=O)(=O)c2ccc(C)cc2)c(C)nn1-c1ccccc1
→ -0.4	-1.7	3.2	0.3	-2.3	-0.3	0.5	-3.6
FC(F)(F)c1cc(-c2ccccc2)nc(NCc2cccnc2)n1
→ -6.9	-1.9	-7.0	0.9	16.9	-0.4	12.7	20.6

Screening data deposited in PubChem by Sanford-Burnham Center for Chemical Genomics.
